# Screens from PubChem.
# Kir21 block – inhibitors of mouse Kir2.1 inward-rectifier potassium channel. HEK293-Kir2.1, FluxOR thallium flux fluorescence; stronger effect = lower value. B-score at 10 µM. 310,000 tested, 0.85% active;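 active = fluorescence ratio B-score at or below minus 3 SD of library scores, with starting-brightness B-score within 2 SD, cut at about -4.2 in these data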;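 also: channel flux triggered by added potassium and thallium sulfate stimulus; B-score of peak minus minimum fluorescence over baseline after thallium stimulus; more negative B-score means stronger Kir2.1 block with less thallium influx; some compounds called inactive have numbers as strong as hits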
# STK33 kinase inh – inhibitors of human STK33 kinase | inhibition, % at 10 µM | AID 2661 | purified STK33, MBP phosphorylation, ADP-Glo luminescence | Q9BYT3 | 320,000 tested, 0.073% active;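 active = inhibition at or above 25%, using the most active replicate where run in duplicate; inactive = inhibition below 25%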
# KCNQ2 block – KCNQ2 potassium channel inhibitors, primary screen, cell-based, CHO-K1, FluxOR thallium flux, B-score (AID 2156); O88943; 20 min; stronger effect = lower value; B-score at 10 µM; 310,000 tested, 1.1% active;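 active = fluorescence ratio B-score at most minus 3 library SDs, with starting brightness B-score within 2 library SDs, cut at about -5.5 in these data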
# Target sequence (O88943 whole entry, looked up): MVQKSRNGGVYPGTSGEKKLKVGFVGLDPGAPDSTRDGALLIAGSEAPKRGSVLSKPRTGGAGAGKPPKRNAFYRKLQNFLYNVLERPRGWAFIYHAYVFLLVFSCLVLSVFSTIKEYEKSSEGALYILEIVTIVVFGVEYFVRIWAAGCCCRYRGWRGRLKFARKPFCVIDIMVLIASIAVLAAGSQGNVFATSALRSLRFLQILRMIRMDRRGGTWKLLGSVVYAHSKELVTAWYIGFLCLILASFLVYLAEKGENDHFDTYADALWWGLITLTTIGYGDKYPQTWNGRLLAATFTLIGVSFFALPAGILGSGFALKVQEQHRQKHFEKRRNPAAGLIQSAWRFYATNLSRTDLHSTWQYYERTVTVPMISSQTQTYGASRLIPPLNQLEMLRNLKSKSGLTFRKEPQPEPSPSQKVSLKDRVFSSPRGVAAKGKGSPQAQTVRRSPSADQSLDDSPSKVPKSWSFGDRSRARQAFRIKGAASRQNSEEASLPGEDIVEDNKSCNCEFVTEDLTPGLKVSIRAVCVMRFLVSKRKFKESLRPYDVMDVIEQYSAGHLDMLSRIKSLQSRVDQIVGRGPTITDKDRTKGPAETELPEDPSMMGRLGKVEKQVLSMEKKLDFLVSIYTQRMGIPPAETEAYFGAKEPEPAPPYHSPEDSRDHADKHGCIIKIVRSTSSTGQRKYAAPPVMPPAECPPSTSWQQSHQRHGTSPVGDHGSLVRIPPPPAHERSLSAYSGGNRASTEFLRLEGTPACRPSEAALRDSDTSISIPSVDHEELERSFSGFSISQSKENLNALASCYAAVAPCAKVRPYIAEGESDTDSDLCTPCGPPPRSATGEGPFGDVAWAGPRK
# Numbers without * were called inactive; i = inactive; · = no result given. Outcome played no part in choosing rows (roughly 1.9% active in at least one column).
item	SMILES	Kir21 block	STK33 kinase inh	KCNQ2 block
1	Cc1nnc(SCC(=O)N2CCN(S(=O)(=O)c3ccccc3)CC2)s1	0.1	-0.8	i
2	COCc1cc(C)nc(SCC[N+](C)(C)CC(=O)Nc2ccccc2)c1C#N	-0.03	-1.9	i
3	CC(C)(C)c1ccc(-c2n[nH]c(=S)n2-c2ccccc2)cc1	-0.72	-1.6	i
4	O=C1NC[C@@H](Cc2cccc3ccccc23)N(CC2(c3ccccc3)CC2)C1=O	0.01	-1.2	i
5	N=C1C(c2nc(-c3ccc(F)cc3)cs2)=C(O)CN1Cc1ccc(Cl)cc1	1.2	0.6	i
6	COC(=O)c1ccc(Cn2nc(C)c(Cl)c2C)o1	-0.98	-0.5	i
7	Cc1cccc(NC(=O)CCC(=O)OCC(=O)c2ccc(Oc3ccc([N+](=O)[O-])cc3)cc2)c1	0.1	-1.4	i
8	COc1ccc(Cn2c(SCC(=O)NCc3ccco3)nc3ccsc3c2=O)cc1	-0.02	-1.3	i
9	Cc1cc(NC(=O)CSc2cn(CC(=O)N(C(C)C)C(C)C)c3ccccc23)no1	-0.03	-2.0	i
10	Cc1cccc(NC(=S)NCc2ccc(F)cc2)c1C	0.19	·	i
11	COc1ccc(NC(=O)c2cc3c(=O)n4ccccc4nc3n2C)cc1OC	0.17	-0.8	i
12	O=C(Nc1cc(Cl)ccc1Cl)c1cc(-c2ccco2)on1	-0.74	-1.2	i
13	C=CCOCC(O)Cn1c(N2CCCC2)nc2c1c(=O)[nH]c(=O)n2C (stereo not given)	-3.81	-2.8	i
14	Cn1ncc(N2CCN(C(=O)c3ccc(Cl)cc3)CC2)c(Cl)c1=O	-0.05	0.1	i
15	O=C(Nc1cccc(F)c1)c1ccc(-c2ccccc2Cl)o1	-0.3	0.3	i
16	Cc1nn(C)cc1NC(=O)Cn1nc(C(F)(F)F)cc1C1CC1	0.5	-2.5	i
17	COC(=O)c1c(N2C(=O)[C@H]3[C@@H](C2=O)[C@]2(C(=O)Nc4c(C)cc(C)cc42)N2CCC[C@@H]32)sc(C)c1C	1.37	0.1	i
18	O=C(Nc1ccc(Oc2cccc3ccccc23)cc1)c1ccco1	1.42	-1.9	i
19	O=C(NCC1CCCN1S(=O)(=O)c1cccs1)C(=O)Nc1cccc(F)c1 (stereo not given)	0.32	-1.6	i
20	COc1ccc(Nc2ccc(N3C(=O)CCCC3=O)cc2[N+](=O)[O-])c(OC)c1	0.58	-0.4	i
21	Cc1ccccc1C(=O)N1CCc2cc(-c3csc(NC(=O)CN4CCCC4)n3)ccc21	0.52	-1.5	i
22	Nc1cc(Nc2ccccc2)c2nonc2c1[N+](=O)[O-]	1.87	-1.6	i
23	CN1CCN(/N=C/c2cccc(Cl)c2Cl)CC1	-0.33	-0.3	i
24	O=c1cc(CN2CCN(C/C=C/c3ccccc3)CC2)c2cc(O)ccc2o1	-1.4	0.9	i
25	CCC/C=N/NC(=O)c1ccccc1O	-0.44	-0.1	i
26	CCOc1ccc(C(C(=O)NCC2CCCO2)N(CCc2cccc(C)c2)C(=O)c2snc(C(N)=O)c2N)cc1 (stereo not given)	0.28	·	i
27	COc1ccc(Nc2cccccc2=O)cc1	-0.17	1.8	i
28	Cc1ccc(-c2nc(CS(=O)(=O)CC(=O)NCCCN(Cc3ccccc3)C(C)C)c(C)o2)cc1	-3.65	0.8	i
29	COc1ccc(CCNCC(O)Cn2c3ccccc3c3ccccc32)cc1OC (stereo not given)	-10*	0.2	-7.03*
30	O=C1/C(=C\c2ccc(C(F)(F)F)cc2)CSc2sccc21	0.01	0.6	i

# Some of the entries so far, as labelled records.
21. Cc1ccccc1C(=O)N1CCc2cc(-c3csc(NC(=O)CN4CCCC4)n3)ccc21
  Kir21 block: 0.52	STK33 kinase inh: -1.5	KCNQ2 block: i
20. COc1ccc(Nc2ccc(N3C(=O)CCCC3=O)cc2[N+](=O)[O-])c(OC)c1
  Kir21 block: 0.58	STK33 kinase inh: -0.4	KCNQ2 block: i
27. COc1ccc(Nc2cccccc2=O)cc1
  Kir21 block: -0.17	STK33 kinase inh: 1.8	KCNQ2 block: i
2. COCc1cc(C)nc(SCC[N+](C)(C)CC(=O)Nc2ccccc2)c1C#N
  Kir21 block: -0.03	STK33 kinase inh: -1.9	KCNQ2 block: i

# The results go on:
item	SMILES	Kir21 block	STK33 kinase inh	KCNQ2 block
31	O=C(Cc1cccc2ccccc12)NCCC1=CCCCC1	-1.35	-0.6	i
32	COc1cc(C2SCC(=O)N2c2nnc(C34CC5CC(CC(C5)C3)C4)s2)cc(OC)c1OC (stereo not given)	1.13	-1.2	i
33	Fc1ccc(/C=N/Nc2nc(-c3cccnc3)nc3ccccc23)cc1	-0.07	-0.6	i
34	NC(=O)c1cc(NC(=O)CCc2nc3ccccc3s2)cc(C(N)=O)c1	-0.11	0.7	i
35	O=C(COC(=O)/C=C/c1ccc(S(=O)(=O)N2CCc3ccccc32)cc1)NC1CCS(=O)(=O)C1 (stereo not given)	0.04	0.2	i
36	CCCSc1nnc(-c2cnn(-c3ccccc3)c2-n2cccc2)n1C	0.03	-1.8	i
37	NS(=O)(=O)c1ccc(N2N=C(c3ccccc3)CC2c2cccc(F)c2)cc1 (stereo not given)	-1.63	-2.1	i
38	O=C1CCCc2c1cc(-c1ccccc1)n2-c1ccc(O)cc1	1.76	-1.1	i
39	Cn1cc(Br)c(-c2cccc(NC(=O)CCCC(=O)O)c2)n1	1.17	1.5	i
40	Cc1ccc(O)c(CNn2cnnc2)c1	-0.15	0.9	i
41	Cc1cc(C)nc(-n2nc(C)c(Br)c2Nc2ccc(Br)cc2)n1	0.01	-1.8	i
42	CCCCn1c(SCC(=O)N2CCC(C)CC2)nc2cc(S(N)(=O)=O)ccc21	1.52	-1.8	i
43	CCCCOC(=O)Nc1nccs1	-0.03	-0.2	i
44	Cc1ccc(C)c(S(=O)(=O)NCc2ccc(C(=O)N3CCCCCC3)cc2)c1	0.37	0.1	i
45	O=C1c2ccccc2C2=Nc3ccccc3SC(c3ccccc3F)C12 (stereo not given)	-0.62	0.0	i
46	Cc1sc(NC(=S)NC(=O)c2ccccc2)c(C#N)c1C	-0.66	-0.9	i
47	CCOC(=O)CSc1nncc2ccc(OC)c(OC)c12	-0.07	-1.2	i
48	CN(c1ccc(Cl)cc1)S(=O)(=O)c1nnc(NC(=O)c2ccco2)s1	1.61	-1.6	i
49	CC(=O)c1ccc(N2CCN(S(=O)(=O)c3ccc4c(c3)CC(C)N4C(C)=O)CC2)cc1 (stereo not given)	1.38	-1.3	i
50	C=CCn1c2[n+](c3ccccc3c1=O)CCCCC2	-0.32	-2.0	i
51	Cc1cc(C)c([N+](=O)[O-])cc1NC(=O)CCS(=O)(=O)c1ccccc1	-0.29	-1.1	i
52	S=C(NCCc1ccccn1)Nc1ccccc1	0.64	-1.8	i
53	Oc1oc(-c2ccco2)nc1C=Nc1cccc(Cl)c1	0.54	-0.7	i
54	COc1ccccc1-n1cnc2cc(NS(=O)(=O)c3ccccc3)ccc21	1.22	-0.1	i
55	COc1cc(OC)cc(C(=O)Nc2ccc(N(C)C)c3ccccc23)c1	-0.17	0.4	i
56	Cc1cccc2cc(C(c3nnnn3CC3CCCO3)N3CCOCC3)c(=O)[nH]c12 (stereo not given)	1.61	-0.2	i
57	CSc1ncccc1C(=O)NCC1CCCCC1	-0.04	-1.4	i
58	CCOc1ccc(CCNc2cc(C)nc3ncnn23)cc1OCC	-1.16	-0.9	i
59	CCCSc1nnc(Cc2cc(=O)[nH]c(=O)[nH]2)n1-c1cc(C)ccc1C	-1.22	-0.3	i
60	Fc1ccc(CN2CCCCCCC2)cc1	0.18	-1.6	i
61	CCOC(=O)c1c(NC(=O)COC(=O)CCOc2ccccc2C)sc(C(=O)NC)c1C	0.23	·	i
62	COc1ccc(S(=O)(=O)N2CCN(c3ncccn3)CC2)cc1	0.01	-1.8	i
63	CC(CCc1ccccc1)NC(=O)COC(=O)c1cccs1 (stereo not given)	0.13	-3.0	i
64	O=C(Cc1cccs1)Nc1nnc(-c2ccccc2)s1	-0.22	-0.4	i
65	O=C(COc1cccc2c1CCNC2=O)Nc1ccc(F)cc1	1.78	·	i
66	CC(C)Oc1ccccc1C1NC(=O)CCC1[N+](=O)[O-] (stereo not given)	-0.01	-0.6	i
67	Cc1cc(/C=N/O)c(C)n1-c1cccc(Cl)c1	-0.56	0.3	i
68	Cc1nc(=O)c(-c2ccccc2)c(C)n1-c1ccc(O)cc1	0.07	-0.2	i
69	NS(=O)(=O)c1ccc(NC(=O)C2Cc3ccccc3C(=O)O2)cc1 (stereo not given)	0.17	-0.3	i
70	Cc1[nH]c2ccccc2c1C(=O)CSC(=S)N1CCOCC1	-0.43	0.1	i
71	COc1cccc(NC(=O)Nc2cccc(C(=O)O)c2)c1	-0.96	-0.7	i
72	CCN(CC)N=Nc1[nH]nc2nc(C)cc(C)c12	-0.17	-0.6	i
73	COC(=O)c1nnn(CC(=O)NC(=O)Nc2ccc(F)cc2)c1C(=O)OC	-2.04	-1.0	i
74	CNc1c(NS(=O)(=O)c2cc(OC)ccc2OC)c(=O)oc2ccccc12	-0.42	0.7	i
75	Cn1ccnc1SCC(=O)c1c[nH]c2ccccc12	0.45	-5.7	i
76	CCN(C(=O)CSc1nnnn1C)c1c(N)n(Cc2ccccc2)c(=O)[nH]c1=O	0.02	·	i
77	Cc1ccccc1N(CC(=O)NC(C)(C)C)C(=O)c1ccc(-c2ccccc2)[nH]1	0.36	-2.3	i
78	Cc1ccc(-c2csc3ncnc(SCC(=O)Nc4nnc(C)s4)c23)cc1	-0.21	2.4	i
79	O=C1C2CC=C(Cl)CC2C(=O)N1CCc1c[nH]c2ccccc12 (stereo not given)	-3.33	-0.3	i
80	Cc1ccc(CNS(=O)(=O)CCNC(=O)c2ccc3c(c2)OCO3)cc1	-1.16	-1.8	i
81	c1cnc2nc(-c3ccc4c(c3)OCO4)cn2c1	-1.31	-0.1	i
82	CCCCCC[N+](C)(C)CCSSCC[N+](C)(C)CCCCCC	0.02	-2.2	i
83	Cc1ccc(N2CCCCn3c2nc2c3c(=O)n(CC(=O)O)c(=O)n2C)cc1	0.17	-0.3	i
84	O=C(OCCN1CCCC1)C1(c2ccccc2)CCCC1	0.16	·	i
85	COCCCN1C(=O)c2ccc(C(=O)NCc3ccco3)cc2C1=O	-2.15	-0.2	i
86	COC(=O)c1ccc(-c2sc3nc(N4CCOCC4)c4c(c3c2N)CC(C)(C)OC4)o1	0.53	-0.2	i
87	Cc1cccc(NC(=O)c2ccco2)c1C	-0.61	1.4	i
88	Cc1ccc2cc(CCNC(=O)C(C)C)c(=O)[nH]c2c1C	0.36	-0.3	i
89	O=C(COC(=O)C1CCC(=O)N1)Nc1cc(Cl)ccc1Cl (stereo not given)	1.09	-1.6	i
90	CCc1cc(C(=O)NC(C)C2CCCO2)cs1 (stereo not given)	0.03	-1.8	i

# Next section:
item	SMILES	Kir21 block	STK33 kinase inh	KCNQ2 block
91	O=C(COC(=O)CN=C1NS(=O)(=O)c2ccccc21)Nc1ccccc1OC(F)F	2.19	0.2	i
92	CC1(O)N(Cc2ccccc2)C(=O)OC12CCCCC2 (stereo not given)	-1.3	-0.1	i
93	CCCCn1c(CN(C)Cc2ccccc2)nc2c1c(=O)n(C)c(=O)n2C	-1.94	-0.7	i
94	O=C(NCC1CCCO1)c1ccc2c(=O)n(CC3CCCO3)c(=S)[nH]c2c1 (stereo not given)	-0.22	-4.3	i
95	OCC1OC(n2nnc3ccccc32)C(O)C(O)C1O (stereo not given)	-2.53	0.3	i
96	COc1ccc(CCNC(=O)C(=O)NCC2OCCN2S(=O)(=O)c2ccc3c(c2)OCCO3)cc1 (stereo not given)	0.4	-3.3	i
97	O=C(Cc1ccc(Br)cc1)Nc1ccccc1Sc1ccccc1	0.36	0.2	i
98	O=C(CNC(=O)c1cccs1)NCCN1CCC(Cc2ccccc2)CC1	0.17	0.4	i
99	CC1(C)Cc2c(c(-c3ccco3)[nH]c(=O)c2C#N)CO1	0.53	0.6	i
100	Cc1ccc(NC(=O)CSc2nnc(CNC(=O)c3cccs3)o2)c(C)c1	-2	-1.5	i
101	CCOc1ccc(N2CC(C(=O)Nc3ccc(S(=O)(=O)Nc4nccs4)cc3)CC2=O)cc1 (stereo not given)	-0.73	0.6	i
102	CS(=O)(=O)c1nc(-c2ccc(Br)cc2)n[nH]1	-1.01	-0.1	i
103	CCCN(CCC)CCCNC(=O)c1cc2c(=O)n(C)c3ccccc3c2n1C	0.02	4.0	i
104	COc1ccc(NC(=O)O/N=C/c2ccc(Br)cc2)cc1	1.6	-1.0	i
105	C#Cc1ccc(CN2CCN(CCc3ccccc3)C(CCO)C2)cc1 (stereo not given)	0.42	0.9	i
106	Cc1[nH]c2ccccc2c1C(=O)COC(=O)c1ccc([N+](=O)[O-])s1	-1.08	0.9	i
107	CC1CN(C(=O)c2ccc(COCC(F)(F)F)o2)CC(C)O1 (stereo not given)	-0.2	4.5	i
108	Cc1cccc(OC(=O)Cn2c(C(F)(F)F)nc3ccccc32)c1	0.06	-1.6	i
109	CCCc1nc(SCC(=O)Nc2nnc(SCC)s2)c2c(=O)n(C)c(=O)n(C)c2n1	-2.24	-1.0	i
110	C=CCn1c(SCC#N)nc2c(c1=O)C(C)(C)Cc1ccccc1-2	0.05	-1.6	i
111	C/C(CC(=O)C(F)(F)F)=N\NC(=O)/C(C#N)=C/N(C)C	-0.88	0.3	i
112	CCOC(=O)c1c[nH][nH]c1=O	-1.95	-1.2	i
113	CCCC1OC23CCCCC2C(C#N)(C(=N)O3)C1(C#N)C#N (stereo not given)	0.84	0.1	i
